JMJD2E inh: JMJD2E (human) inhibition. B2RXH2. JMJD2E catalytic domain, FDH-coupled NADH fluorescence (FDH is formaldehyde dehydrogenase). Potency, µM (series often up to 57.1 µM), for the others: at the top dose activity change, negative = inhibition, actives largely listed as inhibitors. 230,000 compounds, 1.6% hits; active = well fitted inhibition curve with a large enough effect, not every such curve was filed as active; inconclusive = small, poorly fitted or top-dose-only effect, or another doubt; inactive = no such curve, though single readings can be large or run the other way;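 note: 0% = wells with enzyme and -100% = buffer wells without enzyme; nearly all actives have a fitted effect of over 50% in size; many of its hits are not listed in these tables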
Epigenetic reg: epigenetic control regulation, reporter derepression. murine LDR cells, GFP reporter derepression, 30 h. Potency, µM (titrated, usually from 53.9 µM), for the others: at the top dose GFP activation, usual class: activators. 280,000 compounds, 0.2% hits. AID 1865; note: % of control where 0% means no effect; nearly all actives have a fitted effect of over 60% in size
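Readout is the number of GFP-expressing murine LDR cells, counted by cytometry following washing. Cells were treated with compound for 30 h at 37 C; the stably integrated CMV-GFP locus is normally silent.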
RECQ1 helicase: inhibitors of human RECQ1 DNA helicase; RECQ1 DNA unwinding, red fluorescence kinetic read; Potency, µM (series often up to 57.3 µM), without a hit: at the top dose activity, negative = inhibition, most hits filed as inhibitors; 240,000 compounds, 0.54% hits; AID 2549;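 note: plate controls were vehicle for no effect and no enzyme for full effect; nearly all actives have a fitted effect of over 30% in size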
Target sequence (P46063 whole entry, looked up): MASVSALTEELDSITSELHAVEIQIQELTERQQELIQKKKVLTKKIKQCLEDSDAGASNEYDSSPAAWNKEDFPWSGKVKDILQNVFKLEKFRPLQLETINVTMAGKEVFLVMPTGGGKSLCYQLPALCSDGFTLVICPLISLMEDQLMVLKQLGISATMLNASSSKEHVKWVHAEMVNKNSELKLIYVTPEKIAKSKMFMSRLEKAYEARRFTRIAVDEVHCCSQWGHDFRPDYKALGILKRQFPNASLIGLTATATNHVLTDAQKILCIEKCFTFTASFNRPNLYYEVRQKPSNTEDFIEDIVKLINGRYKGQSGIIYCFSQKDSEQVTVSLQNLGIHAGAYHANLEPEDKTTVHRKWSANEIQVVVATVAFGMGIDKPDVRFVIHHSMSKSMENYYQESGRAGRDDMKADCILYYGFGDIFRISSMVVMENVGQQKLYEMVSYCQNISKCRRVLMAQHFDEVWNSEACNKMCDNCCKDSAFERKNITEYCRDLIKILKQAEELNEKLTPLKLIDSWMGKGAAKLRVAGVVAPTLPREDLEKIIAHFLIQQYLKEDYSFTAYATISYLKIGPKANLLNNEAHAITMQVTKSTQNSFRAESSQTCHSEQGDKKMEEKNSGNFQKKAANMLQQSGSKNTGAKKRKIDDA
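RECQ1T1 50 nM; forked duplex (20 bp + 30-nt ss tails) 200 nM, ATP 2 mM final; pH 8.0, 2 mM MgCl2, 2.5 ug/ml poly(dI-dC); 15 min compound preincubation; discontinuous kinetic read over 2 h at RT.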
KinaseGlo FLuc: Kinase-Glo luciferase inhibition (counter-screen); Q27757; Potency, µM (top dose mostly 38.3 µM), inactives show at the highest dose activity change, negative = inhibition, most hits filed as inhibitors; 200,000 compounds, 0.28% hits; Kinase-Glo luciferase, ATP luminescence, 8 min; note: % is set by controls: 0 for no effect and ±100 for the full control effect; nearly all actives have a fitted effect of over 60% in size
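Kinase-Glo luciferase light output from ATP and luciferin was measured with 10 uM ATP, within the enzyme's linear range. Buffer: 50 mM imidazole pH 7.2, 50 mM KCl, 7 mM MgCl2, 0.01% Tween 20, 0.05% BSA; luminescence read after 8 min at ambient temperature.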
RGS12 GoLoco inh: blocks human Gai1 binding to RGS12 GoLoco peptide, red readout. P63096. AID 880. 230,000 compounds, 0.44% hits. Gai1:RGS12 GoLoco peptide FP, rhodamine, 10 min. Potency, µM (doses to about 61.6 µM), for inactives: at the highest dose activity, negative = inhibition, usual class: inhibitors; active = well fitted inhibition curve with a large enough effect, not every such curve was filed as active; inactive = no such curve, though single readings can be large or run the other way; note: % is set by controls: 0 for no effect and ±100 for the full control effect; nearly all actives have a fitted effect of over 30% in size; many of its hits are not listed in these tables
Target sequence (P63096 whole entry, looked up): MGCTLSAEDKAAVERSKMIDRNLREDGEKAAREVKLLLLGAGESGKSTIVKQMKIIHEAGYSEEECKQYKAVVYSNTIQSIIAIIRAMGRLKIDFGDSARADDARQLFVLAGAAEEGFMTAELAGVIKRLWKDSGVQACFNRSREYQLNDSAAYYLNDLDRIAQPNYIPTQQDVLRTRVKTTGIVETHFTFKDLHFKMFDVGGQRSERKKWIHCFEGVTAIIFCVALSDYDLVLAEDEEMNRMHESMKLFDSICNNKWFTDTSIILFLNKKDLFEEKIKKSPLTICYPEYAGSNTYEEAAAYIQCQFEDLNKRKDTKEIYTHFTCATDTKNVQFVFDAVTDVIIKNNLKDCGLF
IMPase Li cell: cell-permeable IMPase inhibitors with lithium potentiation; Potency, µM (series often up to 59.4 µM), for the others: top-dose activity, negative = IMPase inhibition, most hits filed as inhibitors; 210,000 compounds, 0.35% hits; CHO-M1 cells, IP1 TR-FRET (IP-One), carbachol + lithium; AID 1457;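 note: IP1 builds up when IMPase is blocked and the TR-FRET signal falls; plate controls were basal vehicle for no effect and high inhibitor control for full effect; nearly all actives have a fitted effect of over 50% in size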
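Readout is a homogeneous TR-FRET IP1 immunoassay (Ex 320, Em 665 and 620), where raised cytosolic IP1 lowers signal. Cells were CHO-M1 treated 30 min at 37C with test compounds plus a little lithium; AC50 values came from Hill-equation fitting.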
NPSR antag: blocks cAMP signaling of the human neuropeptide S receptor. CHO-NPSR cells, cAMP TR-FRET, antagonist mode. Potency, µM (top dose mostly 38.3 µM), for inactives: at the top dose activity change, negative = inhibition, most hits filed as inhibitors. AID 1461. 220,000 compounds, 1% hits; note: % is set by controls: 0 for no effect and ±100 for the full control effect; nearly all actives have a fitted effect of over 50% in size; many of its hits are not listed in these tables
SMN2 splice up: increases expression of the SMN2 splice variant; 210,000 compounds, 2.8% hits; AID 1458; Potency, µM (titrated, usually from 46.1 µM), for the others: at the top dose activity change, positive = activation, most hits filed as activators; HEK293 SMN2-luciferase splicing reporter, luminescence, 30-36 h; note: % of control where 0% means no effect; nearly all actives have a fitted effect of over 55% in size
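HEK293 cells carry an SMN2 […]–luciferase reporter in which exon 7 inclusion puts luciferase in frame. Cells were plated 10-12 h before compound addition, then incubated 30-36 h at 37C. ONE-Glo luminescence was read; sodium butyrate at 4.5 mM final served as control.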
Numbers without * were called inactive; i = inactive; u = inconclusive; x = no result given; & = joins results of further samples; [ ] = remark or other dose. Unless noted, calls come from the whole dose curve; as a rule, active = well fitted curve in the direction sought with a large enough effect; inconclusive = small, poorly fitted or top-dose-only effect, or another doubt; inactive = no such curve, though single readings can be large; an effect the other way counts as inactive or inconclusive. Potency is the fitted concentration of half-maximal effect. The list is partial, so the mix of outcomes need not match the whole.

Each structure is followed by: JMJD2E inh	Epigenetic reg	RECQ1 helicase	KinaseGlo FLuc	RGS12 GoLoco inh	IMPase Li cell	NPSR antag	SMN2 splice up
- COC(=O)C1=C(C)Nc2ncnn2C1c1ccc(OC(=O)c2ccccc2)cc1 (stereo unspecified)
    u	0.2%	9%	-1%	-13%	12%[38.3 µM]	-10%[46.1 µM]	5%
- O=C(/C=C/c1ccccc1)CC(O)(c1ccccc1)C(F)(F)C(F)F (stereo unspecified)
    1%	u	-10%	-3%	7%	39%[38.3 µM]	u	-22%
- O=C1/C(=C/c2ccco2)CCC1C1CCCC1 (stereo unspecified)
    -1%	1.5%	-1%	-14%	36%[activator]	-1%	-10%	-9%
- Cc1sc2nc(COC(=O)c3c(F)cccc3F)[nH]c(=O)c2c1C
    -3%	3.2%	-2%	-1%	3%	6%	0%	10%
- O=C1c2cccc3cccc(c23)C(=O)N1OS(=O)(=O)c1ccc(Cl)cc1
    u	1.5%	-5%	-5%	-14%	-11%	-19%	-16%
- Nc1nnc(CSCc2ccccc2)s1
    4%	-1.0%	-13%	3%	9%	-7%[38.3 µM]	2%[46.1 µM]	9%
- CC(C)CN(C(=O)CSc1nnc2c(Cl)cc(C(F)(F)F)cn12)C1CCS(=O)(=O)C1 (stereo unspecified)
    u	-0.9%	-22%	2%	-5%	-1%	-9%[46.1 µM]	-1%
- NS(=O)(=O)c1cc2c(cc1Cl)NC(C(Cl)Cl)NS2(=O)=O (stereo unspecified)
    9%&-2%	0.9%&0.0%	-13%&-3%	2%&2%	9%&-4%	0%&1%	2%	-3%&0%
- Cc1nc(NCCN2CCOCC2)c2oc3ccccc3c2n1
    -5%	-4.8%	-8%	-5%	5%	-3%[38.3 µM]	4%[46.1 µM]	-1%
- O=C(Nc1ccc(Cl)cc1)Nc1nnc(CSCc2ccc(Cl)cc2)s1
    -10%	0.0%	-8%	1%	-15%	14%	-11%[46.1 µM]	-52%[inhibitor]
- Cc1ccc(-n2nc3cc(Cl)c(NC(=O)c4ccco4)cc3n2)cc1
    u	0.0%	-6%	0%	7%	9%[38.3 µM]	u	u
- COc1cc(/C=N/NC(=O)CNC(=O)c2ccco2)ccc1O
    -29%	-0.6%	0%	-1%	2%	15%	3%	14%
- Cc1cccc(OCCc2nnc(N)s2)c1C
    1%	-0.7%	-6%	-2%	6%	-7%[38.3 µM]	14%[46.1 µM]	-15%
- O=C(CSc1nnc(-c2cccnc2)s1)Nc1ccnc2ccccc12
    -1%	-3.2%	-8%	0%	-5%	12%	-7%	-70%[inhibitor]
- O=C(N/N=C/c1cccs1)c1cccc(NC(=O)c2ccccc2Cl)c1
    -6%	-1.0%	-10%	-2%	18%	3%	-16%[46.1 µM]	1%
- S=C(Nc1ccccc1)N1CCCN1c1ccccc1
    -16%	0.1%	-6%	x	10%	x	-7%	x
- C/C(=N\NC(=O)c1ccccc1Br)c1ccc(N2CCOCC2)cc1
    1%	-0.6%	-13%	0%	8%	-2%	13%	29%
- CCC(C)NC(=O)CN(c1ccc(OC)cc1)S(=O)(=O)c1ccccc1 (stereo unspecified)
    2%	0.0%	24%	2%	-1%	0%	-8%	x
- Cc1cc(C)c2c(c1)NC(=O)C2(O)CC(=O)c1cccs1 (stereo unspecified)
    7%	-1.6%	-4%	-1%	8%	-15%[38.3 µM]	5%[46.1 µM]	2%
- CCNC(=S)NNc1nc(N2CCOCC2)nc(N2CCOCC2)n1
    10%	-4.7%	i	0%	-17%	-1%	3%	-13%
- COc1ccc(C(=O)NCc2nnc(SCC(=O)N3CCC(C)CC3)o2)cc1OC
    5%	-0.2%	-7%	-2%	9%	-9%[38.3 µM]	-1%[46.1 µM]	-13%
- S=C(c1ccc2c(c1)OCO2)N1CCCCC1
    12%	-0.8%	-11%	0%	9%	30%[38.3 µM]	-1%[46.1 µM]	-3%
- Cc1ccc(C(=O)Nc2ccc(SC(F)F)cc2)s1
    -1%	1.1%	-12%	-1%	8%	4%	2%	7.1µM*
- CCOC(=O)N1CCN(C(=O)/C(=C/c2ccccc2OC)NC(=O)c2ccccc2)CC1
    -6%	0.0%	-6%	0%	14%	4%	-12%[46.1 µM]	-7%
- Cn1c(=O)n(C)c2cc(/C=N/NC(=O)c3ccc(Cl)cc3)ccc21
    u	1.1%	-8%	x	9%	x	-8%	x
- CCN1CCCC1CNC(=O)c1cn(CC)c2ccc(S(=O)(=O)N3CCCCCC3)cc2c1=O (stereo unspecified)
    -4%	-0.9%	-7%	3%	2%	8%	1%[46.1 µM]	-30%
- c1ccc(Sc2ncccn2)nc1
    -9%	1.5%	i	x	-1%	x	-15%	x
- Nc1ccc(Oc2ccc(Br)cc2)cc1
    -5%	1.0%	-1%	-1%	5%	0%	7%	-3%
- CCNc1nc(N)c(C(=O)c2ccc(Cl)s2)s1
    8%	3.0%	-2%	-3%	-7%	15%[38.3 µM]	-27%[46.1 µM]	20µM*
- CCOc1cccc(-c2cc(-c3n[nH]c(=S)n3CC)c3ccccc3n2)c1
    -7%	4.0%	-25%	-4%	-17%	6%[38.3 µM]	u	-16%
- Cc1nc2ccccc2n1Cc1n[nH]c(=S)n1-c1ccc(Cl)cc1
    4%	-0.9%	3%	-3%	8%	-1%	-1%	12%
- COc1cccc(Nc2ncc3nc(-c4ccccc4)c(=O)n(C4CC4)c3n2)c1
    x	x	i	-3%	23%	8%	x	4%
- Cc1cc(C(=O)Nc2ccccc2C#N)n(-c2ccccc2)n1
    0%	0.9%	-3%	-1%	-9%	25%[38.3 µM]	-2%[46.1 µM]	13%
- COc1ccc(C(=O)Nc2nc3ccccc3[nH]2)cc1S(=O)(=O)N1CCOCC1
    -23%	-1.4%	i	0%	6%	0%	3%	-5%
- O=S(=O)(O)c1nnc2sc3ccccc3n12
    1%	0.8%	i	-1%	-3%	2%[38.3 µM]	12%[46.1 µM]	-1%
- Clc1ccc(CN(Cc2ccc(Cl)cc2)c2nn[nH]n2)cc1
    6%	0.0%	1%	1%	-30%	23%	-17%	16%
- COc1ccc(NC(=O)COC(=O)c2ccncc2)c(OC)c1
    7%	-1.6%	9%	1%	11%	-2%	17%	7%
- Cc1ccc(NC2=CC(=O)C(=O)c3ccccc32)cc1
    14µM*	1.4%	-1%	-17%	-8%	52%[activator]	-12%[46.1 µM]	u
- O=C(CSCc1c(Cl)cccc1Cl)NCc1cccnc1
    6%	-1.9%	i	-1%	-2%	3%[38.3 µM]	-1%[46.1 µM]	-15%
- C=CCOc1ccc(/C=C/C(C)=N\O)cc1
    -29%	4.1%	i	x	x	x	-8%[46.1 µM]	x
- CCOC(=O)C1C(=O)N(C(=O)c2cncc(Br)c2)CC1c1ccccc1 (stereo unspecified)
    -4%	0.8%	i	0%	-9%	-2%[38.3 µM]	-18%[46.1 µM]	-8%
- CN(C1CCCCC1)S(=O)(=O)c1ccc(S(=O)(=O)N(CC(=O)Nc2ccccc2)C2CC2)cc1
    0%	1.5%	i	x	0%	x	-41%	x
- O=C(CCc1nnc(CCCCc2ccccc2)o1)N(CCO)Cc1ccccc1
    -10%	2.4%	0%	x	-2%	x	15%	x
- CCN(CC)C(=O)Oc1cc(=O)n(C)c2ccccc12
    -5%	7.4%	-3%	-1%	5%	-14%	12%	11%
- N=c1c2c(n(Cc3ccc(Cl)cc3)c3c1CCC3)CCC2
    0%	0.8%	i	-2%	8%	8%[38.3 µM]	11%[46.1 µM]	-43%[inhibitor]
- COC(=O)c1ccc(N(CC(=O)NC2CCCC2)C(=O)CNC(=O)c2ccco2)cc1
    7%	-1.0%	12%	0%	8%	20%[38.3 µM]	-3%[46.1 µM]	10%
- CCC(=O)Nc1nc(C)c(-c2csc(Nc3ccc(S(=O)(=O)Nc4cc(C)on4)cc3)n2)s1
    u	2.4%	i	3%	13%	24%[38.3 µM]	0%[46.1 µM]	3%
- Cc1sc2ncnc(N(C)Cc3cccs3)c2c1C
    -4%	-0.6%	-2%	17%	4%	33%[38.3 µM]	-23%[46.1 µM]	-46%[inhibitor]
- CC(Nc1nc(N2CCCC2)nc2ccccc12)c1ccccc1 (stereo unspecified)
    u	-1.1%	-3%	-1%	8%	43%[activator][38.3 µM]	-12%[46.1 µM]	18%
- O=c1c2ccccc2nc(-c2ccco2)n1CCCn1ccnc1
    2%	0.0%	-1%	2%	-9%	1%[38.3 µM]	-5%[46.1 µM]	-2%
- COC(=O)c1nc(Cl)c(Cl)c(N)c1Cl
    -1%	-0.4%	-1%	1%	7%	4%	27%	3%

Five entries from above, arranged by length of the SMILES, largest number first:
Each structure is followed by: JMJD2E inh	Epigenetic reg	RECQ1 helicase	KinaseGlo FLuc	RGS12 GoLoco inh	IMPase Li cell	NPSR antag	SMN2 splice up
- CN(C1CCCCC1)S(=O)(=O)c1ccc(S(=O)(=O)N(CC(=O)Nc2ccccc2)C2CC2)cc1
    0%	1.5%	i	x	0%	x	-41%	x
- CCOC(=O)N1CCN(C(=O)/C(=C/c2ccccc2OC)NC(=O)c2ccccc2)CC1
    -6%	0.0%	-6%	0%	14%	4%	-12%[46.1 µM]	-7%
- CCOc1cccc(-c2cc(-c3n[nH]c(=S)n3CC)c3ccccc3n2)c1
    -7%	4.0%	-25%	-4%	-17%	6%[38.3 µM]	u	-16%
- Cc1sc2nc(COC(=O)c3c(F)cccc3F)[nH]c(=O)c2c1C
    -3%	3.2%	-2%	-1%	3%	6%	0%	10%
- Cc1sc2ncnc(N(C)Cc3cccs3)c2c1C
    -4%	-0.6%	-2%	17%	4%	33%[38.3 µM]	-23%[46.1 µM]	-46%[inhibitor]
